Compound activity: PubChem BioAssay, several laboratories
p97 inhibitor: human p97 ATPase inhibition; P55072; recombinant p97 ATPase, Kinase-Glo ATP luminescence, 3 h; inhibition, % at 8 µM; 220,000 tested, 0.42% active; AID 1481; in the data active = inhibition above about 15%;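 note: 0% = DMSO vehicle and 100% = wells lacking enzyme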
NPY-Y2 PAM-ag: potentiates or activates human NPY-Y2 receptor. P49146. cells expressing NPY-Y2, potentiator/agonist read-out. activation, % at 3.6 µM. 220,000 tested, 0.45% active; in the data active = activation above about 27%;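 note: cells stimulated with NPY near EC25 plus isoproterenol at EC100; 0% = vehicle plus submaximal agonist and 100% = vehicle plus saturating agonist; some results beyond the cut were filed as inactive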
Target sequence (P49146 whole entry, looked up): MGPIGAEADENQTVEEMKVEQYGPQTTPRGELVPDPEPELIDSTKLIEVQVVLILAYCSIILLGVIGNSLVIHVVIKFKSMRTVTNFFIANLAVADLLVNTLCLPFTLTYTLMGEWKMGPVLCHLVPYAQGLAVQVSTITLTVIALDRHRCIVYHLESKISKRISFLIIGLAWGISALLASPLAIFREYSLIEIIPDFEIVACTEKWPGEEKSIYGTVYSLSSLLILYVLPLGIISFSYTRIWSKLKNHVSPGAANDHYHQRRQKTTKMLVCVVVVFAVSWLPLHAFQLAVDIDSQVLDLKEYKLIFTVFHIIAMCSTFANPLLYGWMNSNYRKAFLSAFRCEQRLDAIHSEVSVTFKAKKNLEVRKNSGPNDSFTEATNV
S1P4 ag: human S1P4 receptor agonism. activation, % at 4.98 µM. 220,000 tested, 0.35% active. O95977. S1P4-expressing cell line, agonist reporter assay; in the data active = activation above about 11%;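 note: 0% = DMSO vehicle and 100% = reference agonist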
Target sequence (O95977 whole entry, looked up): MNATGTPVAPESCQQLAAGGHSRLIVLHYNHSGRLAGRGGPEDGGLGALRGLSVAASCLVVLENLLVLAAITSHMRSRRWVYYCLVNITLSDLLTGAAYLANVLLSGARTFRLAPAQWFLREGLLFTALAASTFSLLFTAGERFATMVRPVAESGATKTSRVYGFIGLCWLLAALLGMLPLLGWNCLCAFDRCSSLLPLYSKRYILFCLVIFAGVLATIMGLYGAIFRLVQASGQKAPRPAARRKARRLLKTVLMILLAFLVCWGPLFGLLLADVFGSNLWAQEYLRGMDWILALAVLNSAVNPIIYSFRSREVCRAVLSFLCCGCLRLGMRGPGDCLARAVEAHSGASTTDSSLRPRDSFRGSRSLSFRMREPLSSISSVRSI
EP2 antag: EP2 receptor (human) inhibition; P43116; C6 glioma cells expressing human EP2, cAMP TR-FRET; cells stimulated with saturating PGE2; inhibition, % at 25 µM; 260,000 tested, 0.52% active;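 active = percent inhibition above 40 after rounding to a whole number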;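 note: rat C6 glioma host cells with rolipram phosphodiesterase inhibitor present; the protocol text gives 20 µM as final concentration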
Target sequence (P43116 whole entry, looked up): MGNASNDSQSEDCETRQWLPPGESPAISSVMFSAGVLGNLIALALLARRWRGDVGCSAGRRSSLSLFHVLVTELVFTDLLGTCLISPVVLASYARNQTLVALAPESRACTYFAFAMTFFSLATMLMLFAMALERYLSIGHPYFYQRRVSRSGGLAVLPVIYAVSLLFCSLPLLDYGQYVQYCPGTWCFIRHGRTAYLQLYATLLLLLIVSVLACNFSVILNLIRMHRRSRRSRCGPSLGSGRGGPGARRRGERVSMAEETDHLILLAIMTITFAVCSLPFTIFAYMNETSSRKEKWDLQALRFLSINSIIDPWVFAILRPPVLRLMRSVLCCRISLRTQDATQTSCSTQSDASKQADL
NPY-Y1 antag: antagonists of human neuropeptide Y receptor Y1 | P25929 | HEK293-CNG Y1 cells, membrane potential fluorescence; NPY at EC95, then isoproterenol | inhibition, % at 3.6 µM | 200,000 tested, 1% active;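 active = inhibition above the campaign mean inhibition of all tested compounds plus 3 SD, cut at about 20% in these data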;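 note: 0% = DMSO wells given NPY plus isoproterenol and 100% = isoproterenol alone without NPY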
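Material: Y1- and CNG-channel-expressing HEK293 cells / Probe or stimulus: NPY 25 nM then isoproterenol 1 µM plus Ro 20-1724 25 µM / Doses: 3.6 µM single dose, DMSO 0.4% / Schedule: compound incubation 1 h at room temperature, readout 45 min post-stimulation / Signal: membrane potential fluorescence / Benchmarks: isoproterenol-only wells as full block versus NPY-plus-isoproterenol wells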
EP2 modulator: EP2 receptor (human) modulation | P43116 | EP2-expressing cells, cAMP HTRF FRET, PGE2 co-stimulation | induction, % at 25 µM | 260,000 tested, 0.83% active;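 active = compounds whose cAMP rise, as percent of the full-agonist control response, exceeds 60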;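 note: rat C6 glioma line stably carrying human EP2 under a CMV promoter; the protocol text gives 20 µM as final concentration; 100% = response of wells given 1 µM PGE2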
S1P4 antagonist: blocks the human S1P4 receptor | S1P4-expressing cells, antagonist mode, reporter read-out | 220,000 tested, 0.26% active | O95977 | inhibition, % at 4.98 µM; in the data active = inhibition above about 29%;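 note: 0% = wells stimulated with agonist and 100% = vehicle wells without agonist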
NPY1 pot ag: potentiators or agonists of human neuropeptide Y receptor Y1. activation, % at 3.6 µM. 220,000 tested, 0.37% active. AID 1304. P25929. NPY-Y1 expressing cells, potentiator/agonist activation; in the data active = activation above about 33%, passing the limit was not always enough;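 note: cells stimulated with NPY at EC10 then isoproterenol at EC100; 0% = low agonist plus stimulus and 100% = saturating agonist plus stimulus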
eIF4E-4G inh: eIF4E/eIF4G interaction inhibition in translation initiation; AID 782; 220,000 tested, 0.37% active; TR-FRET eIF4E-eIF4GI(517-606) binding, 2 h; inhibition, % at 21.7 µM; P63073+Q04637;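 active = inhibition above about 30%, limit read from the data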;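 note: 0% = full FRET control wells and 100% = background wells lacking eIF4GI fragment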
* hit, by the source's call; . = no result given; & = joins results of further samples; [ ] = another dose, or the depositor's remark.

SMILES	p97 inhibitor	NPY-Y2 PAM-ag	S1P4 ag	EP2 antag	NPY-Y1 antag	EP2 modulator	S1P4 antagonist	NPY1 pot ag	eIF4E-4G inh
CCCc1nc2oc3c(NCCN(C)C)ncnc3c2c2c1CCCC2	-2	-17	1.4	14	7	8	-18	-43	4
O=C(CSc1nnc(C2CC2)n1Cc1ccccc1)c1ccc(S(=O)(=O)N2CCOCC2)cc1	3	10	0.6	18	-3	10	0	17	-26
CCc1ccc(NC(=O)N(CCN2CCOCC2)Cc2ccc3c(c2)CCCN3CC)cc1	3	-8	0.7	7	-1	-12	2	1	2
CC(C)Nc1nnc(Sc2ccc(Cl)cc2[N+](=O)[O-])s1	-1	-3	-0.4	5	8	13	-24	-10	0
Cc1ccccc1Nc1nc(N)nc(CSc2nc3ccccc3c(=O)n2CCCO)n1	1	4	-2.2	8	1	-2	12	8	-14
CCOC(=O)c1ccc(NC(=O)CCC(=O)OC)cc1	0	5	1.2	10	2	19	-9	-4	2[fluorescence artefact?]
COc1ccc(C2CC(c3ccccc3)=NN2S(=O)(=O)c2ccccc2)c(OC)c1 (configuration not stated)	7	0	-0.1	3	-1	23	-5	-2	0
COc1cc(NC(=O)c2cccs2)ccc1NC(=O)c1ccco1	3	1	0.0	14	8	-15	2	-47	-11
O=C(CCCn1c(=O)[nH]c2cc(Cl)ccc2c1=O)NC1CCCCCC1	3	8	-0.7	16	2	-26	5	-3	-7
CC(C)COc1ccc(C(=O)NC(CC(C)C)C(=O)O)cc1 (configuration not stated)	0	-1	0.3	13	7	-2	2	-2	2[fluorescence artefact?]
O=C1c2cccc(OCC(=O)N3CCCc4ccccc43)c2CCN1Cc1ccc(F)cc1	-5	-8	-1.3	8	6	-60	-6	8	-5
Cc1ccsc1/C=N/NC(=O)c1ccc([N+](=O)[O-])cc1	1	-6	1.4	0	-2	-28	-5	-2	-1
N#Cc1c(NC(=O)C2CC2)sc2c1CCCCC2	6	8	2.0	10	-4	26	-1	-2	3
CCN1CCN(c2oc(-c3ccco3)nc2C#N)CC1	-4	-25	-1.8	4	.	-28	-2	-2	2
COc1ccc(C2Nc3ccccc3C(=O)N2c2ccccc2)cc1CSc1ccccn1 (configuration not stated)	5	5	1.9	8	11	31	-7	0	2
COC(=O)C1=C(C)N(c2ccc(C)c(C)c2)/C(=C/c2ccco2)C1=O	-2	2	1.9	5	0	-23	-16	-7	5
COC(=O)C1=C(C)N(c2ccc(Cl)c(Cl)c2)C(=O)C1	-1	8	1.6	7	9	7	4	1	7
CCOc1ccc(NC(=O)Nc2ccc(Cc3ccncc3)cc2)cc1	-3	-6	-0.4	5	.	17	-9	29	-3
O=S(=O)(c1ccc(F)c(F)c1F)N1CCN(C(=S)Nc2ccccc2)CC1	5	1	1.1	4	2	-21	-2	13	5
CCOCC(=O)Nc1cccc(Br)c1	-2	-6	-0.3	6	0	-16	2	-3	-6[fluorescence artefact?]
COc1cc(OC)cc(C(=O)NNC(=O)NC2CCCCC2)c1	6	-11	-0.5	6	1	16	-19	-1	-1[fluorescence artefact?]
CCOc1ccc(NC(=O)CCN2CCN(S(=O)(=O)c3ccc(Cl)cc3)CC2)cc1	3	19	-1.3	3	-2	9	-8	25	12
O=C(NCC(=O)N(CCN1CCOCC1)C(C(=O)NC1CCCC1)c1ccccc1)c1cccs1 (configuration not stated)	3	-8	-2.3	6	-5	-12	10	3	1
Cc1ccc(-n2c(C)cc(=O)cc2C)c(C)c1	5	5	-1.1	13	5	1	-7	-1	5
O=C(Oc1ccc[nH]c1=O)c1cccc(Cl)c1	1	7	1.3	11	.	1	4	1	4
CCOC(=O)c1ccc(NC(=O)C2(c3ccccc3)CCOCC2)cc1	2	15	4.0	19	7	-1	4	-6	2[fluorescence artefact?]
Cc1cnc(NC(=O)C2CCCO2)s1 (configuration not stated)	-5	-9	-1.2	8	-4	-7	-22	-3	-3
CCOC(=O)N1CCN(C(=O)c2cn(CC)c3ccc(S(=O)(=O)N4CC(C)CC(C)C4)cc3c2=O)CC1 (configuration not stated)	1	2	2.8	7	1	-5	1	9	3
COc1ccc(N(CC(=O)NCCC2=CCCCC2)S(=O)(=O)c2ccccc2)cc1OC	2	-2	-0.3	9	8	20	5	6	2
CC(C)CCNC(=O)c1ccc(OC2CCN(S(=O)(=O)N(C)C)CC2)cc1	1	-2	-0.7	1	3	-51	-1	0	2
C[C@@H]1CN(C(=O)c2nc3ccc(Cl)cn3c2CN2CCc3sccc3C2)C[C@H](C)O1	0	0	-0.7	2	5	12	-12	13	1
O=C(NCCCO)C(=O)NCc1ccccn1	1	-1	1.9	4	-1	-1	-12	7	0
Cc1ccc(C2CC(C(F)(F)F)n3ncc(C(=O)NCc4ccco4)c3N2)cc1 (configuration not stated)	-6	9	1.7	6	3	16	-16	-2	4
O=C(N/N=C/C=C/c1ccccc1)c1cccc(Br)c1	1	-9	-0.8	7	18	5	-3	3	7
CC1(C)CC(=O)C(C=NCC2CCN(C(=O)Cc3ccccc3)CC2)=C(O)C1	2	10	1.5	6	5	13	1	-4	2
Cn1ncc(Br)c1C(=O)Nc1c(F)c(F)cc(F)c1F	0	-10	0.6	9	-1	-7	5	-7	0[fluorescence artefact?]
Clc1ccc(-c2nnsc2SCc2ccccc2)cc1	3	4	-1.2	9	14	2	1	0	-2[fluorescence artefact?]
Cc1ccc(C(=O)/C=C/c2ccc(F)cc2)o1	0	-2	-0.4	6	-5	-35	-5	5	12
Cc1c(Cc2ccccc2)sc(NC(=O)/C=C/c2cccc3ccccc23)c1C(N)=O	3	-1	2.4	3	2	-6	-16	-6	-2
O=C(Nc1ccccc1)Nc1ccccc1-n1ccnc1	3	-6	0.8	3	0	-29	-15	7	-5
CCn1c(C)nc2c(C)[n+](CC(=O)c3ccc(Br)cc3)ccc21	-1	2	0.1	2	8	16	-10	-2	-2
CC(C)n1c(SCC(=O)Nc2nc3ccccc3s2)nc2c1c(=O)n(C)c(=O)n2C	1	-10	-0.5	19&37	-1	-39&-55	-12	-22	3
COc1cccc(CC2(CO)CCCN(Cc3cn(C)c4ccccc34)C2)c1 (configuration not stated)	1	-23	-0.2	10	12	-35	-2	-17	-1
O=C(Nc1ccc(F)cc1)N(CCCN1CCOCC1)Cc1cc2cc3c(cc2[nH]c1=O)OCCO3	1	5	1.4	14&8	6	16&-37	-21	4	-5
CCN(CC)Cc1c(O)ccc2c(=O)c(Oc3ccccc3OC)coc12	2	-4	1.2	14	-3	11	-15	-6	1

Three successive compounds out of the list so far, for reference:
SMILES	p97 inhibitor	NPY-Y2 PAM-ag	S1P4 ag	EP2 antag	NPY-Y1 antag	EP2 modulator	S1P4 antagonist	NPY1 pot ag	eIF4E-4G inh
COc1cccc(CC2(CO)CCCN(Cc3cn(C)c4ccccc34)C2)c1 (configuration not stated)	1	-23	-0.2	10	12	-35	-2	-17	-1
O=C(Nc1ccc(F)cc1)N(CCCN1CCOCC1)Cc1cc2cc3c(cc2[nH]c1=O)OCCO3	1	5	1.4	14&8	6	16&-37	-21	4	-5
CCN(CC)Cc1c(O)ccc2c(=O)c(Oc3ccccc3OC)coc12	2	-4	1.2	14	-3	11	-15	-6	1

Further entries
SMILES	p97 inhibitor	NPY-Y2 PAM-ag	S1P4 ag	EP2 antag	NPY-Y1 antag	EP2 modulator	S1P4 antagonist	NPY1 pot ag	eIF4E-4G inh
CCOc1ccc(-c2nc3n(c(=O)c2C#N)CCCS3)cc1	-4	2	1.7	19	8	-8	-21	-8	-21[fluorescence artefact?]
Cc1c(Cl)c([N+](=O)[O-])nn1CC(=O)N1CCN(Cc2ccccc2)CC1	-4	5	0.2	4	2	-14	7	7	2
NNc1nc2c(-c3ccc(F)cc3)nnn2c2ccccc12	-3	-6	1.3	11	-6	-62	2	-25	2
CC(C)OC(=O)CC(=O)CSc1nc(-c2ccc(F)cc2)cc(-c2ccccc2)c1C#N	10	-12	0.5	7	7	35	-13	-11	2
OCC1(Cc2ccc(Cl)cc2)CCN(Cc2ccc(Oc3ncccn3)cc2)CC1	0	-4	-1.4	14	0	-53	-12	-6	-5
COc1ccc(/C=C/C(=O)Nc2ccc3nc4n(c(=O)c3c2)CCCC4)cc1OC	-1	-2	2.5	3	3	-3	-17	-1	-2
CCC(=O)Nc1ccc2oc(-c3ccccc3Br)nc2c1	-7	-20	-0.7	21	2	4	-21	-30	8
CCC(=O)Nc1ccc2nc(SCC(=O)N3CCOCC3)sc2c1	4	1	1.4	6	-4	23	-10	10	-3
CNC(=S)NNC(=O)c1cccn(Cc2ccc(Cl)cc2Cl)c1=O	4	13	0.5	.	-3	6	0	14	-6
CC1(C)CC(=O)C2=C(C1)Oc1nc3ccccc3cc1C2C(C#N)C#N (configuration not stated)	3	-2	0.8	24	7	-11	-15	-18	1
CCOc1ccc(N=C2NC(=O)S/C2=C\c2ccc(OC)cc2)cc1	2	4	1.0	4	-2	-4	-1	28	-18[fluorescence artefact?]
Cn1cnnc1Sc1ccc(S(C)(=O)=O)cc1[N+](=O)[O-]	8	-6	-0.6	9	14	31	-11	3	-4
Cc1nc2ccccc2n1C1CC(=O)N(Cc2ccccc2)C1=O (configuration not stated)	0	-4	1.5	10	-1	2	8	-15	3
Cc1cc(C)cc(NS(=O)(=O)c2ccc3[nH]c(=O)[nH]c3c2)c1	3	2	0.2	1	-8	0	-23	19	2[fluorescence artefact?]
O=C(Nc1ccccc1)OCc1cc(-c2ccc(Cl)cc2)on1	0	-27	1.8	.	6	-36	-6	-39	1
O=P(CCC(F)(F)F)(CCC(F)(F)F)CCC(F)(F)F	1	3	-1.8	11	-1	5	-3	-6	2
O=C(NCc1ccncc1)Nc1ccccc1	1	6	-0.1	12	3	-9	4	2	0
O=C(Nc1ccc(F)cc1)c1cn(-c2ccccc2)nc1-c1ccncc1	0	-13	-0.5	5	0	-68	-12	-14	0[fluorescence artefact?]
CCCCN(C)C(=O)c1ccc(S(=O)(=O)N2CCOCC2)cc1	1	-5	-0.9	19	-2	-5	13	-9	2
Cc1cc(NC(=O)c2ccc(Br)c(S(=O)(=O)N3CCCC3)c2)no1	0	14	-0.3	7	-1	-12	-28	-6	-3
Cc1ccsc1/C=N/NC(=O)C1C(=O)NCC1c1ccccc1 (configuration not stated)	2	10	0.7	10	.	-6	0	22	-7
COc1cccc(Oc2coc3c(CN4CCOCC4)c(O)ccc3c2=O)c1	-1	-3	-0.5	13	8	7	-9	-9	1
Cc1cc(=O)[nH]c(/N=C(\N)Nc2ccc(Oc3ccccc3)cc2)n1	0	10	-0.5	6	.	-21	-2	-1	-11
COc1ccc(/C=C/C(=O)NC(=S)N2CCN(C)CC2)cc1	-3	-1	0.1	14&7	-4	-25&-50	-16	-11	0
O=C(CSc1ccc2nnc(-c3cccnc3)n2n1)c1ccccc1	5	3	1.3	7	3	-8	-7	-5	0
c1ccc(N2CCN(CCc3nnc4n3CCCCC4)CC2)cc1	8	15	-1.7	10	5	30	0	-9	-2
O=C1NC(c2ccccc2)C(C(=O)c2cccs2)C(O)(C(F)(F)F)N1 (configuration not stated)	2	17	-1.1	2	1	36	9	0	0
CN(C)c1ccc(CNCCC(Cc2ccccc2)c2ccco2)cc1 (configuration not stated)	-2	0	0.4	5	.	-9	21	-1	9
CCOC(=O)/C(C#N)=C/Nc1ccccc1NS(=O)(=O)c1cccc(C(C)=O)c1	1	-5	2.8	0	4	4	-7	-6	-1
CCOC(=O)CSc1nc(C(C)(C)C)cc(C(F)(F)F)c1C#N	-4	-4	0.6	5	7	34	-6	-11	5
O=C(CCc1ccccc1)Nc1cccnc1Cl	5	-4	0.3	14	.	43	6	2	3
CCCCCCCN1C2=NCCCN2c2ccccc21	-1	-24	-0.4	2	19	-58	16	-34	2

Only part of the results is shown; count on the stated rates, not on these rows.
